STAT1 activator = activators of IFN-gamma induced STAT1 signaling; NIH 3T3 STAT1-luciferase reporter, luminescence; 100% = IFN-gamma alone, no compound; activation (% of control), % at 5.5 µM; hit rate 2.6% among 200,000; AID 932;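 active = activation above the screen-wide mean activation plus 3 SD, cut at about 130% in these data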;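 also: raw ratio to IFN-gamma control signal so 100% means no change and 0% no light; values of inactives mirror those of a sister screen read the other way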
STAT1 blocker = reduces IFN-gamma driven STAT1 reporter signal | NIH 3T3 STAT1-luciferase reporter, luminescence | inhibition, % at 5.5 µM | hit rate 0.35% among 200,000;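 active = inhibition above a set limit, the mean inhibition across all tested compounds plus 3 SD, cut at about 34% in these data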;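 also: 0% = IFN-gamma with DMSO and 100% = IFN-gamma with 300 µM nifuroxazide; values of inactives mirror those of a sister screen read the other way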
Diaph act CS = diaphorase activation or chemical reduction counter-screen | Diaphorase/resazurin coupled assay, resorufin fluorescence, 16 min; hits give high values; 1 = vehicle wells, 0 = NADH-free wells | activation factor at 20 µM | hit rate 0.005% among 190,000 | AID 1229;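 active = diaphorase activity raised at least twofold by the compound at 20 µM; inactive = activation factor below 2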
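Material: Purified diaphorase enzyme from Clostridium kluyveri | Buffer or medium: 50 mM HEPES pH 7.4 with 4.542 mM MgCl2, 0.005% Tween 20 | Times: 16 min enzyme reaction, ambient temperature | Signal: Red resorufin fluorescence at 544/590 nm excitation/emission | Measure: Increased resorufin signal from activators or reducing compounds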
STAT3 blocker = STAT3 signaling inhibition | hit rate 0.89% among 190,000 | AID 862 | U3A cells, IL-6 STAT3-luciferase reporter, luminescence; host cell line lacks STAT1 | inhibition, % at 5.5 µM;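 active = inhibition above the mean inhibition across all screened compounds plus 3 SD, cut at about 44% in these data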;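 also: 0% = DMSO only wells and 100% = 100 µM nifuroxazide control wells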
TLR4-MyD88 BLA = TLR4-MyD88 interaction inhibition in cells | HeLa CL3-4 TLR4/MyD88 BLA complementation, FRET ratio | inhibition, % at 8.4 µM | hit rate 0.18% among 200,000 | AID 861; in the data active = inhibition above about 25%;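 also: 0% = vehicle and 100% = reference inhibitor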
Target sequence (O00206 whole entry, looked up): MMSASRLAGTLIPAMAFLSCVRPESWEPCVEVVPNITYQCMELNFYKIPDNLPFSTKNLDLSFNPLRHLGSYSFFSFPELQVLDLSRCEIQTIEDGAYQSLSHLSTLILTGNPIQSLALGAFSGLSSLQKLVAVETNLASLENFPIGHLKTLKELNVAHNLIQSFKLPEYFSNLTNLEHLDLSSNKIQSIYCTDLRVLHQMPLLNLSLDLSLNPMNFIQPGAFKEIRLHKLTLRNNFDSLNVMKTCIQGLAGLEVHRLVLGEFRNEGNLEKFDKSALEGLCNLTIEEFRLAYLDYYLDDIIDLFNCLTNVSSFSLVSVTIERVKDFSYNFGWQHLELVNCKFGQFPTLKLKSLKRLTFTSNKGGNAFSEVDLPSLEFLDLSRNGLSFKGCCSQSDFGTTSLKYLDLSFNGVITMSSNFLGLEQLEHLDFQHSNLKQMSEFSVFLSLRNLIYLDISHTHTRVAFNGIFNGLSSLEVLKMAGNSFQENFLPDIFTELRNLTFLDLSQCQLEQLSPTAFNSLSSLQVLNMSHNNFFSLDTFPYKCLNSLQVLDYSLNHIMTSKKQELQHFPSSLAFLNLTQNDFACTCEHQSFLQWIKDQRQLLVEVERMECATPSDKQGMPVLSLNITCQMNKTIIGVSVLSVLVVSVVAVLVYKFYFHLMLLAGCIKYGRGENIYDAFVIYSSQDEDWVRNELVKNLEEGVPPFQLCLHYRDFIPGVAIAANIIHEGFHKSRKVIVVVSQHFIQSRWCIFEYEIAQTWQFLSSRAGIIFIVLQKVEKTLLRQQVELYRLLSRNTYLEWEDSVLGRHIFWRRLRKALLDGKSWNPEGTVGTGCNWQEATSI
Target sequence (Q99836 whole entry, looked up): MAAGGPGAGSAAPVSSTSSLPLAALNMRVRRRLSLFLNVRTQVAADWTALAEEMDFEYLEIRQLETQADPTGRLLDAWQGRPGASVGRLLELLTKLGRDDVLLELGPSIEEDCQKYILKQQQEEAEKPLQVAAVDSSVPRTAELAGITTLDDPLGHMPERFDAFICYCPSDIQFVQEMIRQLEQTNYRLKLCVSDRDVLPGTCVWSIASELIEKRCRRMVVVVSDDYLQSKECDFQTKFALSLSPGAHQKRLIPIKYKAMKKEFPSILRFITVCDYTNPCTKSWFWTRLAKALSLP
Hsp70 act = transcriptional activators of Hsp70; HeLa Hsp70 promoter luciferase reporter, luminescence; scaled: vehicle 0, proteasome-inhibitor control 100%; activation, % at 10 µM; hit rate 0.04% among 200,000;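 active = activation above the mean across all tested compounds plus 3 SD, cutoff set per campaign, cut at about 5.5% in these data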;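 also: 100% = MG132 at 30 µM as the positive control and 0% = DMSO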
Diaph inh CS = counter-screen for diaphorase-based assays: diaphorase inhibitors and chemical oxidizers. diaphorase resazurin-to-resorufin fluorescence, NADH, 16 min; bacterial (C. kluyveri) enzyme, not human. inhibition, % at 20 µM. hit rate 0.69% among 190,000. AID 1217;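 active = primary screen inhibition at 20 µM above a set limit, cut at about 50% in these data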;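 also: plate controls were DMSO with full reaction for no effect and wells lacking NADH for full effect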
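Test system: bacterial diaphorase enzyme (C. kluyveri); Quantity: 0.14 U/mL diaphorase, enzyme working solution; Times: reaction incubation of 16 min at room temperature; Measured by: fluorescence of resorufin formed from resazurin, Ex 544/Em 590 nm; Benchmarks: positive control minus NADH, DMSO neutral control.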
APP transl inh = APP translation inhibition; SH-SY5Y APP 5'UTR-luciferase reporter, luminescence; inhibition, % at 2 µM; hit rate 0.82% among 190,000;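 active = inhibition above a set limit, derived from the sample mean plus 3 SD, cut at about 45% in these data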; also: values of inactives mirror those of a sister screen read the other way
STAT3 activator = STAT3 signaling activation. U3A cells, IL-6 STAT3-luciferase reporter, luminescence; 100% = signal with IL-6 EC80 alone. activation (% of control), % at 5.6 µM. hit rate 0.91% among 190,000. AID 871;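 active = activation above the screen-wide mean of compound activation plus 3 SD, cut at about 130% in these data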;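 also: 0% = background luminescence of wells with medium and substrate only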
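Material: human U3A cells carrying STAT3-luciferase construct. Measured by: reporter luminescence signal. Timing: compound 1 h, then IL-6 6 h at 37 °C.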
G6PDH CS = counter-screen for G6PDH assay hits: L. mesenteroides G6PDH inhibition; Purified L. mesenteroides G6PDH, diaphorase/resazurin coupled fluorescence, 45 min; inhibition, % at 5 µM; hit rate 0.12% among 200,000; in the data active = inhibition above about 50%
Numbers without * were called inactive.

| entry | Compound | STAT1 activator | STAT1 blocker | Diaph act CS | STAT3 blocker | TLR4-MyD88 BLA | Hsp70 act | Diaph inh CS | APP transl inh | STAT3 activator | G6PDH CS |
| --- | --- | --- | --- | --- | --- | --- | --- | --- | --- | --- | --- |
| 1 | O=C(CCc1nnc(CCCc2ccccc2)o1)NCCCC1CCCC1 | 127 | -32 | 1 | -7 | -10 | -0.1 | 3 | -37 | 112 | 6 |
| 2 | CCN1C(=O)CC(N2CCN(c3ccc(C(=O)c4ccncc4)cc3)CC2)C1=O (centres undefined) | 101 | -1 | 1.1 | 10 | 5 | -0.4 | -8 | -10 | 96 | -6 |
| 3 | CCCC(CCC)C(=O)Nc1ccc2c(c1)N(C(=O)CCN1CCN(C)CC1)c1ccccc1CC2 | 93 | 6 | 1 | -2 | -2 | -0.3 | 3 | -10 | 103 | 22 |
| 4 | CC1(C)CC(=O)C2=C(C1)OC(c1ccncc1)C(C#N)=C2N (centres undefined) | 86 | 9 | 0.9 | -1 | -13 | -0.4 | 9 | -3 | 103 | 0 |
| 5 | Cc1cccc(C)c1NC(=O)CSc1nnc(NC(=O)CN2CCOCC2)s1 | 104 | -5 | 0.9 | 2 | -8 | -0.2 | 12 | -12 | 102 | 1 |
| 6 | CCC1CCCCN1CC(=O)Nc1cc(C)nn1-c1nc(C)cc(C)n1 (centres undefined) | 91 | 9 | 0.6 | 4 | -9 | -0.2 | 37 | 2 | 100 | 7 |
| 7 | Cc1cccc(N2CCN(C(=O)CCNC(=O)Cn3ccc4ccccc4c3=O)CC2)c1C | 93 | 8 | 0.8 | 2 | -8 | 0.0 | 17 | -7 | 99 | 0 |
| 8 | O=C(CSc1nnnn1-c1cccc2ccccc12)Nc1ccc(N2CCOCC2)c(Cl)c1 | 90 | 11 | 0.9 | 8 | -5 | -0.2 | 15 | -5 | 98 | 1 |
| 9 | CC(=O)c1cccc(NC(=O)C2CCCN(S(=O)(=O)c3ccccc3)C2)c1 (centres undefined) | 102 | -2 | 0.9 | 7 | 0 | -0.1 | 12 | 5 | 97 | -1 |
| 10 | COc1cc(CN(C(=S)NCC(=O)NC2CCCC2)C2CCCC2)cc(OC)c1OC | 99 | 1 | 0.9 | 0 | 2 | -0.2 | 14 | -4 | 103 | 20 |
| 11 | CN(Cc1cn(C)c2ccccc12)C(=S)Nc1cc(F)cc(F)c1 | 91 | 10 | 0.8 | -5 | -10 | -0.1 | 15 | 6 | 102 | 1 |
| 12 | Cc1cc(/C=N\NC(=O)COc2cccc3cccnc23)c(C)n1-c1ccc(Br)cc1 | 103 | -3 | 0.8 | -5 | 3 | 0.1 | 24 | 21 | 104 | -3 |
| 13 | CCOC(=O)N1CCN(C(=O)COc2cc(=O)n(CC)c3ccccc23)CC1 | 98 | 2 | 0.9 | 13 | -7 | -0.3 | 7 | -5 | 91 | 0 |
| 14 | COCCNC(=O)c1ccccc1NC(=O)c1cccc([N+](=O)[O-])c1C | 108 | -9 | 0.9 | -5 | 3 | -0.1 | 9 | -15 | 106 | 6 |
| 15 | Cc1ccc(CC2CC(=O)N(c3ccc(Cl)cn3)C2=O)cc1 (centres undefined) | 96 | 5 | 0.9 | 15 | 0 | -0.2 | 10 | -3 | 91 | 47 |
| 16 | Cc1ccc2c(c1)CC1(CN2C)C(=O)OC(C)(C)OC1=O | 98 | 2 | 0.8 | 4 | -3 | -0.3 | 16 | 3 | 102 | 6 |
| 17 | O=C(Nc1ccn(Cc2c(F)c(F)cc(F)c2F)n1)c1ccc(COc2ccc(Cl)cc2Cl)o1 | 103 | -3 | 0.8 | 0 | -7 | -0.2 | 20 | 11 | 98 | 10 |
| 18 | Cc1cccc(NC(=O)c2cc(Cl)sc2Cl)c1C | 97 | 3 | 0.9 | 13 | 10 | -0.4 | 8 | 8 | 85 | -2 |
| 19 | CCCN(CC1CC1)C(=O)CCc1nnc(C(OC)c2ccccc2)o1 (centres undefined) | 103 | -5 | 0.9 | -2 | 3 | -0.2 | 11 | -3 | 106 | 12 |
| 20 | CCCc1cc2c(c(NC(C)=O)n1)c(=O)oc1ccccc12 | 92 | 9 | 0.9 | -22 | 5 | -0.3 | 8 | 5 | 122 | -1 |
| 21 | COC(=O)c1ccc(COC(=O)c2ccc(SC)cc2OC)cc1 | 135* | -39 | 0.9 | -21 | 7 | -0.3 | 14 | -29 | 121 | -19 |
| 22 | CCNS(=O)(=O)c1ccc(NC(=O)Nc2ccccc2OC)cc1 | 115 | -19 | 0.8 | 15 | -2 | -0.2 | 18 | -20 | 91 | 11 |
| 23 | Cc1cccc(NC(=O)CN(C)S(=O)(=O)c2cccs2)c1 | 111 | -12 | 0.9 | -5 | -7 | -0.3 | 10 | -13 | 110 | -4 |
| 24 | Cc1ccc(S(=O)(=O)c2nc(C(C)(C)C)oc2N2CCOCC2)cc1 | 100 | 1 | 0.9 | 7 | -1 | -0.2 | 8 | -27 | 97 | 5 |
| 25 | CC(C)C(NC(=O)C1CCCCC1)C(=O)NC1CCN(Cc2ccccc2)CC1 (centres undefined) | 100 | 0 | 0.9 | 2 | -5 | 0.3 | 13 | 10 | 100 | 4 |
| 26 | CCN(CC)CCNC(=O)c1cc2cc(Br)ccc2s1 | 99 | 0 | 1.1 | -6 | 4 | -0.2 | -7 | 0 | 106 | 2 |
| 27 | O=C(NCc1cn2ccsc2n1)Nc1cccc(Cl)c1 | 96 | 6 | 0.9 | 10 | 8 | -0.1 | 6 | -25 | 95 | -2 |
| 28 | NC(=S)N/N=C1\CC(n2nnn(-c3cccc(Cl)c3)c2=S)C2COC1O2 (centres undefined) | 95 | 3 | 0.6 | 22 | -8 | -0.2 | 36 | -7 | 89 | 3 |
| 29 | CC(C(=O)NCc1ccco1)n1nc(-c2ccccc2)c2cc(Cl)ccc21 (centres undefined) | 94 | 6 | 0.9 | 5 | -11 | -0.3 | 9 | -8 | 103 | 7 |
| 30 | O=C(NCCCN1CCOCC1)Nc1ccc(Cc2ccc(NC(=O)NCCCN3CCOCC3)cc2)cc1 | 97 | 4 | 1.1 | -1 | -2 | -0.6 | -13 | 6 | 104 | 5 |
| 31 | Cc1cccc(OCc2nnc(SCC(=O)N3CCN(C(=O)c4ccco4)CC3)n2C)c1C | 94 | 6 | 0.9 | 0 | 3 | -0.4 | 9 | 4 | 104 | 6 |
| 32 | Cc1[nH]c(=O)[nH]c(=O)c1S(=O)(=O)NCC12CC3CC(CC(C3)C1)C2 | 104 | -3 | 0.9 | 4 | 5 | -0.1 | 8 | 8 | 100 | 0 |
| 33 | CCN(CC)c1nc2cc(C)ccc2cc1/C=C(\C#N)C(N)=O | 102 | -1 | 0.8 | -2 | 12 | -0.1 | 19 | -25 | 102 | 2 |
| 34 | O=C(NCCc1ccccc1)c1cccnc1N1CCCCCC1 | 107 | -7 | 0.8 | 0 | 9 | -0.2 | 17 | 0 | 103 | 2 |
| 35 | COCCn1cnc2c1c(=O)n(CC(=O)OCC(=O)NCCCc1ccccc1)c(=O)n2Cc1ccccc1 | 105 | -6 | 0.9 | -6 | -6 | -0.3 | 14 | -2 | 105 | 16 |
| 36 | COc1ccc(/C(O)=C2/C(=O)C(=O)N(c3ncccn3)C2c2ccc(OC)c(OC)c2)cc1 (centres undefined) | 98 | 3 | 0.9 | 2 | 3 | -0.4 | 11 | -8 | 104 | 21 |
| 37 | Cc1cc(=O)n(C)c(=O)n1CCCCOc1ccc([N+](=O)[O-])cc1 | 90 | 9 | 1.1 | 13 | 14 | -0.5 | -6 | 7 | 92 | 22 |
| 38 | CSc1ccc(C(=O)C2CCCN(C(=O)c3nn(C)c(=O)c4ccccc34)C2)cc1 (centres undefined) | 79 | 22 | 0.9 | -7 | -5 | 0.3 | 13 | 6 | 110 | 7 |
| 39 | CC(C)N(C)S(=O)(=O)c1ccc(Cl)c(C(=O)O)c1 | 105 | -8 | 1 | -5 | 0 | -0.4 | 5 | -38 | 105 | 4 |
| 40 | CCOCCc1nnc(NC(=O)Cc2ccc(Br)cc2)s1 | 102 | -3 | 1 | 2 | -4 | -0.3 | 4 | 6 | 104 | -3 |
| 41 | O=C(CSCCO)Nc1ccccc1 | 113 | -14 | 1 | -2 | 8 | -0.3 | 2 | -5 | 102 | 18 |
| 42 | NC(=O)CN1CCN(C(=O)NC2CCCCC2)CC1 | 96 | 4 | 0.9 | 13 | 6 | -0.4 | 11 | 2 | 97 | 4 |
| 43 | CCOC(=O)CSc1nnc(-c2ccccc2)c(=O)[nH]1 | 100 | 0 | 1.1 | 10 | 8 | -0.2 | -13 | -10 | 96 | 18 |
| 44 | O=C(CSc1ncn[nH]1)Nc1ccccc1C(=O)O | 101 | -1 | 0.9 | 10 | -6 | -0.4 | 10 | -18 | 99 | 6 |
| 45 | N#CCCSc1ncnc2c1oc1ccccc12 | 108 | -9 | 1.1 | 17 | 1 | -0.5 | -12 | -21 | 89 | -2 |
| 46 | O=C(COC(=O)c1cccs1)Nc1ccccc1C(F)(F)F | 102 | -3 | 1 | 3 | -5 | -0.3 | -1 | 12 | 99 | -1 |

Structures from the list above containing a Cl atom:
| entry | Compound | STAT1 activator | STAT1 blocker | Diaph act CS | STAT3 blocker | TLR4-MyD88 BLA | Hsp70 act | Diaph inh CS | APP transl inh | STAT3 activator | G6PDH CS |
| --- | --- | --- | --- | --- | --- | --- | --- | --- | --- | --- | --- |
| 8 | O=C(CSc1nnnn1-c1cccc2ccccc12)Nc1ccc(N2CCOCC2)c(Cl)c1 | 90 | 11 | 0.9 | 8 | -5 | -0.2 | 15 | -5 | 98 | 1 |
| 15 | Cc1ccc(CC2CC(=O)N(c3ccc(Cl)cn3)C2=O)cc1 (centres undefined) | 96 | 5 | 0.9 | 15 | 0 | -0.2 | 10 | -3 | 91 | 47 |
| 17 | O=C(Nc1ccn(Cc2c(F)c(F)cc(F)c2F)n1)c1ccc(COc2ccc(Cl)cc2Cl)o1 | 103 | -3 | 0.8 | 0 | -7 | -0.2 | 20 | 11 | 98 | 10 |
| 18 | Cc1cccc(NC(=O)c2cc(Cl)sc2Cl)c1C | 97 | 3 | 0.9 | 13 | 10 | -0.4 | 8 | 8 | 85 | -2 |
| 27 | O=C(NCc1cn2ccsc2n1)Nc1cccc(Cl)c1 | 96 | 6 | 0.9 | 10 | 8 | -0.1 | 6 | -25 | 95 | -2 |
| 28 | NC(=S)N/N=C1\CC(n2nnn(-c3cccc(Cl)c3)c2=S)C2COC1O2 (centres undefined) | 95 | 3 | 0.6 | 22 | -8 | -0.2 | 36 | -7 | 89 | 3 |
| 29 | CC(C(=O)NCc1ccco1)n1nc(-c2ccccc2)c2cc(Cl)ccc21 (centres undefined) | 94 | 6 | 0.9 | 5 | -11 | -0.3 | 9 | -8 | 103 | 7 |
| 39 | CC(C)N(C)S(=O)(=O)c1ccc(Cl)c(C(=O)O)c1 | 105 | -8 | 1 | -5 | 0 | -0.4 | 5 | -38 | 105 | 4 |
